# ARNT-TACC3 inh – disruptors of ARNT/TACC3 protein interaction, primary screen, biochemical, AlphaScreen, single concentration; 390,000 tested, 0.66% active; Transforming acidic coiled-coil-containing protein 3 (Homo sapiens), Q9Y6A5; inhibition, % at 9.99 µM; AlphaScreen His-ARNT PAS-B/GST-TACC3 binding, luminescence; TACC3 fragment carries E629A point mutation;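 active means mean inhibition of replicates at least 50% and at least half of replicates each reaching 50%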;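 further: 0% = complete ARNT plus TACC3 wells and 100% = ARNT alone without TACC3; many hits fall short of the cut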
# INS-1E GSIS act – GLuc luminescence reporter in INS-1E cells, primary screen for activators of glucose-dependent secretion of insulin; INS-1E GLuc reporter insulin secretion, 2-3 h; activation, % at 16.6 µM; 370,000 tested, 0.61% active; AID 743287, 2014;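 active means lowest replicate activation of at least 40%, so every replicate reaches that level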;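 further: 0% = median of neutral control wells and 100% = median of IBMX positive control wells; some compounds called inactive have numbers as strong as hits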
# C2C12 statin – suppressors of statin myotoxicity in C2C12 myotubes, primary screen, cell-based, single point, plate reader; rescue of ATP level, % at 7.49 µM; C2C12 myotubes + simvastatin, ATP luminescence, 48 h; scaled: DMSO 0, geranylgeraniol control 100; AID 602340, 2012; 330,000 tested, 0.78% active;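 active means mean ATP rescue above about 67%, or every replicate alone reaching that limit, limit read from the data, passing the limit was not always enough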;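 further: myotubes were challenged with 10 µM simvastatin during compound exposure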
# Cneo AK release – Cryptococcus neoformans cell lysis inducers, primary screen, AK release luminescence, single concentration. C. neoformans lysis, adenylate kinase release luminescence, 4 h; normalised: neutral wells 0, clomiphene wells 100. lysis activity, % at 15 µM. 360,000 tested, 0.2% active;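 active means mean lysis activity across replicates of at least 80%, whatever share of replicates individually reach that level; inactive means mean lysis activity below 80%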
#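 Material – Cryptococcus neoformans yeast cells · Quantity – 5 × 10^6 yeast cells/mL · Buffer or medium – YPD medium · Compound – single dose · Timing – 4 h static compound exposure, 37 °C, read 1 h post-reagent · Signal – adenylate kinase release luminescence · Read-out basis – lysis from increased AK signal · Benchmarks – Clomiphene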
# PglD DTNB – C. jejuni PglD acetyltransferase inhibitors, primary screen, biochemical, DTNB colorimetric, single point; purified PglD enzyme, DTNB colorimetric CoA detection; inhibition, % at 12.5 µM; 360,000 tested, 0.098% active; AID 602405, 2012; in the data active means inhibition above about 16%, passing the limit was not always enough; further: strong numbers were not always called active
# PAX8 inh HTS – inhibitors of PAX8-driven TPO luciferase reporter, primary screen, RMG-I cells, single concentration; SteadyGlo, 24 h; inhibition, % at 12.6 µM; 360,000 tested, 1.2% active;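 active means mean replicate inhibition at least 60% with every replicate also reaching 60%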;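 further: luciferase light reporting Pax8 driven TPO promoter activity; plate controls were median of neutral control wells for no effect and mitoxantrone controls for full effect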
# LGR2 inh – inhibitors of bursicon-induced LGR2 CRE-luciferase signal, primary screen, cell-based, HEK293, CRE-luciferase reporter, bursicon stimulation | Drosophila bursicon receptor LGR2 (rickets) | inhibition, % at 9.99 µM | bursicon-stimulated, 4 h | 380,000 tested, 0.35% active;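 active means drop in luminescence signal, shown as inhibition above about 50% in the replicate tests, limit read from the data, passing the limit was not always enough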;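 further: agonist challenge used bursicon conditioned medium at about half maximal strength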
# PGC1a acetyl inh – inhibitors of PGC1a acetylation signal, primary screen, cell-based, U2OS, AlphaScreen, inhibitor mode | AlphaScreen anti-acetyl-lysine; with virally co-expressed GCN5 acetyltransferase | inhibition, % at 15.6 µM | 350,000 tested, 0.17% active;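 active means every replicate shows inhibition of at least 40%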;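 further: 0% = neutral control wells and 100% = positive control wells; some results beyond the cut were filed as inactive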
# Active calls of the source: *; x = not tested or not shown; & = joins results of further samples. Hits appear at their usual frequency; overall some 2.9% were active at least once.
canonical_smiles,ARNT-TACC3 inh,INS-1E GSIS act,C2C12 statin,Cneo AK release,PglD DTNB,PAX8 inh HTS,LGR2 inh,PGC1a acetyl inh
Cc1ccc2occ(/C=C/C(=O)c3ccccc3O)c(=O)c2c1,-2.1,x,x,-0.5,0.6,x,x,-5.1
CS(=O)(=O)N1[C@@H]2c3ccc(C4=CCCC4)c(=O)n3C[C@H]1[C@H](CO)[C@H]2C(=O)N1CCCCC1,-3.9,15.1,-20.2,-2.0,1.4,-8.8,-4.3,x
CCn1ncc(NC(=O)Nc2cccc(C(F)(F)F)c2)c1C(N)=O,1.0,6.2,x,0.6,-1.0,x,3.4,27.0
O=C(COC(=O)Cc1c[nH]c2ccccc12)NC1CCS(=O)(=O)C1 (stereo not drawn),0.1,-5.8,-3.3,2.7,-0.8,20.1,-7.1,13.9
C[C@H](CO)N1C[C@H](C)[C@H](CN(C)C(=O)Nc2ccc3c(c2)OCO3)Oc2ccc(NC(=O)Cc3cn(C)c4ccccc34)cc2C1=O,11.6,4.0,25.5,-3.6,-1.3,x,-8.0,-9.7
COC(=O)c1ccc2nc(C3CCCCC3)c3c(c2c1)CCC3,1.6,12.4,-4.9,-2.4,-4.0,-23.1,3.0,2.2
O=C(ONC(=O)C1CCCCC1C(=O)NOC(=O)c1ccccc1)c1ccccc1 (stereo not drawn),-8.5,-17.9,17.3,0.6,-6.5,14.4,34.9,45.6
COc1ccc(-c2ccc3c(c2)[C@H]2[C@H](CCN2C(=O)C2CCOCC2)[C@H](CO)N3C)cc1,-9.1,-0.2,17.6,-10.9,-0.1,-16.0,-8.6,5.0
CCCN(C)C[C@H]1Oc2cc(-c3ccccc3C)ccc2S(=O)(=O)N([C@@H](C)CO)C[C@H]1C,x,3.6,-5.1,x,x,26.6,10.0,-11.9
O=C(COC(=O)c1cc(S(=O)(=O)N2CCCCC2)ccc1Cl)NCc1ccco1,-3.3,-7.4,6.0,x,x,6.0,-4.3,-10.9
CCC(CC)c1nn2c(N)c(/C=C3\C(C)=Nc4ccccc43)c(=O)nc2s1,x,-29.8,x,1.2,-9.6,1.7,15.3,5.6
O=C(NCCNc1ccccc1[N+](=O)[O-])c1cc(F)c(F)cc1Cl,-1.1,-13.9,-3.9,-2.0,-3.9,-157.5,-58.3,-17.8
C=CCc1cccc2cc(C(=O)NNC(=O)CC#N)c(=O)oc12,-1.3,9.2,11.9,x,x,7.7,-9.0,9.3
CCC(C)NC(=O)CN(c1cc(C)ccc1OC)S(C)(=O)=O (stereo not drawn),-8.1,x,-7.3,-0.7,1.2,x,x,5.3
O=C(COC(=O)[C@@H]1CC(O)CN1S(=O)(=O)c1ccccc1[N+](=O)[O-])Nc1ccc2ccccc2c1 (stereo partly drawn),7.8,-8.3,-6.9,-3.4,-0.5,5.9,-18.8,-4.9
CC(=O)c1c(C)n(CCO)c2ccc(O)cc12,-22.0,2.4,-11.4,-0.1,0.4,x,7.6,-15.5
Cc1c(C)c2ccc(OCC(=O)NC(Cc3c[nH]c4ccc(O)cc34)C(=O)O)c(C)c2oc1=O (stereo not drawn),-20.3,-7.2,10.2,0.2,-1.1,x,-0.8,-6.3
Cc1cc(NC(=O)COC(=O)C2CC(=O)N(c3cccc(Cl)c3)C2)no1 (stereo not drawn),2.1,7.0,5.9,-2.5,-5.0,5.4,-32.6,1.9
C/C(CC(=O)Nc1ccc2c(c1)OCCO2)=N\NC(=O)COc1ccc(Cl)c(C)c1,0.7,7.8,35.8,-1.8,0.0,-0.9,-20.6,3.2
COCC(=O)Nc1ccc2c(c1)[C@@H]1C[C@@H](CC(=O)NCc3ccccc3)O[C@@H](CO)[C@@H]1O2,-8.1,8.8,-4.1,1.2,-0.4,3.2,-9.2,1.3
CN1CCc2nc3sc(C(=O)NCc4ccccc4)c(N)c3cc2C1,x,-0.1,6.3,-2.2,-7.5,-4.9,1.2,x
C[C@H]1CCCCO[C@H](CN(C)S(=O)(=O)c2ccccc2)[C@@H](C)CN([C@@H](C)CO)C(=O)c2cc(NS(=O)(=O)c3ccccc3)ccc2O1,2.4,-11.8,x,1.0,-1.5,22.0,1.4,6.7
COc1cccc(N2C(=O)Nc3ccc(Br)cc3C2(O)C(=O)NCCCOC(C)C)c1 (stereo not drawn),6.1,14.7,-3.4,0.8,-5.1,14.6,24.4,-0.3
Oc1c(Br)cc(Br)cc1/C=N/NC(=S)N[C@H]1CC2C=CC1C2 (stereo partly drawn),11.8,-1.6,x,-3.2,-7.8,1.7,6.3,x

# Reformatted with values under each structure: part of the list above.
# Sequence of screens: ARNT-TACC3 inh	INS-1E GSIS act	C2C12 statin	Cneo AK release	PglD DTNB	PAX8 inh HTS	LGR2 inh	PGC1a acetyl inh
- O=C(COC(=O)[C@@H]1CC(O)CN1S(=O)(=O)c1ccccc1[N+](=O)[O-])Nc1ccc2ccccc2c1 (stereo partly drawn)
 : 7.8	-8.3	-6.9	-3.4	-0.5	5.9	-18.8	-4.9
- CC(=O)c1c(C)n(CCO)c2ccc(O)cc12
 : -22.0	2.4	-11.4	-0.1	0.4	x	7.6	-15.5
- Cc1c(C)c2ccc(OCC(=O)NC(Cc3c[nH]c4ccc(O)cc34)C(=O)O)c(C)c2oc1=O (stereo not drawn)
 : -20.3	-7.2	10.2	0.2	-1.1	x	-0.8	-6.3
- Cc1cc(NC(=O)COC(=O)C2CC(=O)N(c3cccc(Cl)c3)C2)no1 (stereo not drawn)
 : 2.1	7.0	5.9	-2.5	-5.0	5.4	-32.6	1.9
- C/C(CC(=O)Nc1ccc2c(c1)OCCO2)=N\NC(=O)COc1ccc(Cl)c(C)c1
 : 0.7	7.8	35.8	-1.8	0.0	-0.9	-20.6	3.2
- COCC(=O)Nc1ccc2c(c1)[C@@H]1C[C@@H](CC(=O)NCc3ccccc3)O[C@@H](CO)[C@@H]1O2
 : -8.1	8.8	-4.1	1.2	-0.4	3.2	-9.2	1.3
- CN1CCc2nc3sc(C(=O)NCc4ccccc4)c(N)c3cc2C1
 : x	-0.1	6.3	-2.2	-7.5	-4.9	1.2	x
- C[C@H]1CCCCO[C@H](CN(C)S(=O)(=O)c2ccccc2)[C@@H](C)CN([C@@H](C)CO)C(=O)c2cc(NS(=O)(=O)c3ccccc3)ccc2O1
 : 2.4	-11.8	x	1.0	-1.5	22.0	1.4	6.7

# Further compounds follow.
canonical_smiles,ARNT-TACC3 inh,INS-1E GSIS act,C2C12 statin,Cneo AK release,PglD DTNB,PAX8 inh HTS,LGR2 inh,PGC1a acetyl inh
O=C(CCc1ccccc1)Nc1ccc(NC(=O)C2CCCCC2)nc1,-0.6,7.9,x,x,x,12.6,10.1,x
CCOC(=O)c1ccc2ncc(C(=O)OCC)c(NCCN(C)C)c2c1,-4.1,x,-10.4,1.1,0.2,-4.2,-1.1,3.0
O=P(O)(CP(=O)(c1ccccc1)c1ccccc1)c1ccccc1,-9.0,x,-10.6,3.3,3.2,x,8.1,1.4
Cc1ccc(NC(=S)N(CCCN2CCOCC2)Cc2ccco2)cc1,-3.0,0.4,x,x,x,-11.5,0.3,-21.1
CSc1nc2sc3c(c2c2nncn12)CCC3,8.6,28.3,x,x,x,4.9,-2.0,x
CC(=O)NCCn1c(SCC(=O)c2ccc(Cl)cc2)nc2ccccc2c1=O,-11.7,x,0.2,-0.1,0.7,8.2,x,x
OC[C@H]1[C@H](c2ccc(C#Cc3ccccc3F)cc2)[C@H]2CN(Cc3cncnc3)CCCCN21,-0.3,-8.4,20.4,1.8,-1.2,1.2,7.6,-18.9
OC[C@@H]1[C@@H](c2ccc(C#CC3(O)CCCC3)cc2)[C@@H]2CN(Cc3ccncc3)CCCCN12,-1.1,4.8,x,-0.9,0.0,-3.0,2.1,10.4
CN(C)CCNC(=O)Nc1cccc(Cl)c1Cl,-2.3,x,-9.2,-0.3,-2.3,x,x,-7.2
O=C(N/N=C1\CCCc2oc(C(=O)O)cc21)c1ccccc1,x,0.5,3.6,-0.1,-9.7,-4.8,20.0,-1.0
COc1ccc(C#Cc2cnc3c(c2)C(=O)N([C@@H](C)CO)C[C@H](C)[C@H](CN(C)C(=O)c2ccccc2F)O3)cc1,-2.6,-14.8,20.3,40.6,2.7,x,15.3,-3.0
COc1ccc(NC(=O)c2ccccc2[N+](=O)[O-])cc1OC,x,13.7,4.7,0.1,1.3,-2.7,-4.8,-2.9
CCOc1ccc(NS(=O)(=O)c2cc(Cl)ccc2OC)cc1,-2.8,x,2.9,-4.2,0.4,x,x,x
CC(C)C(=O)Nc1ccc2c(c1)C(=O)N(C)[C@H]1CC[C@H](CC(=O)NCCCN(C)C)O[C@@H]1CO2,-5.4,6.4,-11.0,-6.0,1.4,20.6,14.8,-9.8
C[C@@H]1CN([C@H](C)CO)C(=O)CCCn2nncc2CO[C@H]1CN(C)C(=O)NC1CCCCC1,-5.5,4.0&13.1,-3.1&-0.5,1.3&-1.0,-1.2&-1.5,0.3&-11.4,3.0&8.7,-3.4&11.6
COc1cc(C2c3c(-c4cc(Cl)c(C)cc4O)n[nH]c3C(=O)N2Cc2cccnc2)ccc1O (stereo not drawn),-11.3,-21.6,14.1,3.6,-5.7,6.8,x,-18.3

# Additional records:
# Keys – A = ARNT-TACC3 inh; B = INS-1E GSIS act; C = C2C12 statin; D = Cneo AK release; E = PglD DTNB; F = PAX8 inh HTS; G = LGR2 inh; H = PGC1a acetyl inh
> COc1ccc(-n2ccn(CC(=O)Nc3ccccc3OC)c(=O)c2=O)cc1
  A: -8.1; B: 13.9; C: 5.5; D: 6.3; E: 3.9; F: 18.9; G: -0.5; H: 0.8

> O=C(CCN1CCN(c2ccccc2)CC1)c1ccc(Br)cc1
  A: x; B: 38.4; C: 12.1; D: -0.7; E: -0.3; F: -22.9; G: 7.8; H: -11.8

> O=Cc1c(SCCO)nc2ccccn2c1=O
  A: 0.2; B: 11.1; C: 10.5; D: -0.7; E: 3.2; F: 13.2; G: 13.9; H: 4.7

> C[C@@H]1CN([C@H](C)CO)C(=O)c2cccc(NC(=O)NC3CCCCC3)c2O[C@H]1CN(C)S(=O)(=O)c1cccs1
  A: -5.2; B: -5.2; C: -6.7; D: 3.1; E: 0.5; F: x; G: 13.2; H: -8.8

> CC(=O)NC(=Cc1ccccc1)C(=O)N1CCCC1C(=O)O (stereo not drawn)
  A: x; B: 0.7; C: 6.9; D: -2.0; E: 4.4; F: 7.4; G: 5.9; H: -14.2

> CO/N=C/Cc1c([N+](=O)[O-])c(C)nn1C
  A: 8.1; B: 12.9; C: x; D: x; E: x; F: -30.1; G: -21.5; H: 9.1

> O=C(NCC[C@H]1CC[C@@H](NS(=O)(=O)c2ccc(Oc3ccccc3)cc2)[C@H](CO)O1)C1CC1
  A: -5.6; B: 1.8; C: 10.3; D: -1.4; E: -1.8; F: 3.6; G: -22.4; H: 3.3

> Brc1nc(Br)n(Cc2ccccc2)n1
  A: -10.7; B: 16.1; C: 4.0; D: -8.0; E: -1.2; F: -15.2; G: x; H: 14.6

> COc1ccccc1C1(O)CCN(CC(=O)Nc2c(C)nn(C)c2C)CC1
  A: -9.3; B: x; C: -3.6; D: 5.9; E: -3.8; F: x; G: x; H: 3.2

> Cc1cc(NC(=O)CCC(=O)N(c2cccc(F)c2)C(C(=O)NC2CCCC2)c2ccncc2)no1 (stereo not drawn)
  A: x; B: x; C: -5.4; D: 1.0; E: 2.2; F: x; G: x; H: -3.4
